G9a block: inhibitors of human histone lysine methyltransferase G9a; 350,000 compounds, 8.8% hits; Potency, µM (top dose mostly 102 µM), for inactives: at the highest dose activity, negative = inhibition, hits mostly inhibitors; Q96KQ7; G9a H3K9 monomethylation, AlphaScreen, 2 h; note: potency is the fitted concentration of half-maximal effect; % is set by controls: 0 for no effect and ±100 for the full control effect; nearly all actives have a fitted effect of over 75% in size
Target sequence (Q96KQ7 913-1193 limits assumed): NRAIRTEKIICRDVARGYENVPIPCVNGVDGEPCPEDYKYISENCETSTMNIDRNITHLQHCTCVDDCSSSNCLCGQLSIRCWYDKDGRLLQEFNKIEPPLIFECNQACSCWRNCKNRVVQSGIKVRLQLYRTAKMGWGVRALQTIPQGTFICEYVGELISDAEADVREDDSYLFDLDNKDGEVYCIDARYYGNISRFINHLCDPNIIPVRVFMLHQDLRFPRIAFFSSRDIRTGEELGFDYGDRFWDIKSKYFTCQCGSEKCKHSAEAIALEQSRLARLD
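G9a (20 nM) was preincubated 15 min with compound, then reacted 2 h at room temperature with 500 nM biotin-H3K9 peptide and 20 µM SAM. Monomethyl-H3K9 detected by AlphaScreen using anti-H3K9me1 antibody.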
Pin1 inhibitor: inhibitors of human Pin1; Q13526; Pin1 FP peptide displacement, HiFluor488, 10 min; Potency, µM (titrated, usually from 115 µM), inactives show at the top dose activity, negative = inhibition, usual class: inhibitors; 390,000 compounds, 0.009% hits; AID 504891; active = well fitted inhibition curve with a large enough effect in the polarisation, with a control signal flat, not every such curve was filed as active; inconclusive = small, poorly fitted or top-dose-only effect, or effect the other way, or a change in a side signal; inactive = no such curve, though single readings can be large or run the other way; the % refers to the polarisation; note: potency is the fitted concentration of half-maximal effect; % is set by controls: 0 for no effect and ±100 for the full control effect
Target sequence (Q13526 whole entry, looked up): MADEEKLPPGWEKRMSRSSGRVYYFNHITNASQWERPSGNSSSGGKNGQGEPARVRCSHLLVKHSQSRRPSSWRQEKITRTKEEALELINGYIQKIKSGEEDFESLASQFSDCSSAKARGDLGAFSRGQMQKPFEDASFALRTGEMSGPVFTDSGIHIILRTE
GLS inhibitor: blocks human kidney-isoform glutaminase activity | O94925 | GLS enzymatic activity, qHTS titration | Potency, µM (titrated, usually from 45.5 µM), inactives show at the top dose activity change, negative = inhibition, most hits filed as inhibitors | 410,000 compounds, 0.21% hits | AID 624170; note: potency is the fitted concentration of half-maximal effect; % is set by controls: 0 for no effect and ±100 for the full control effect
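Glutamate formation by hKGA was monitored fluorometrically using coupled glutamate oxidase, HRP and Amplex Red. Substrate was added as 1 mM L-glutamine solution; incubation was 30 min at RT after an initial read.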
BAZ2B inh: BAZ2B (human) inhibition | Potency, µM (top dose mostly 114 µM), for the others: top-dose activity change, negative = inhibition, usual class: inhibitors | 360,000 compounds, 4.4% hits | Q9UIF8 | AlphaScreen BAZ2B-H3K14Ac peptide displacement; note: potency is the fitted concentration of half-maximal effect; % is set by controls: 0 for no effect and ±100 for the full control effect; nearly all actives have a fitted effect of over 60% in size
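In this displacement format the biotinylated H3(5-23) peptide acetylated at Lys14 serves as ligand at 50 nM, with BAZ2B at 50 nM in PBS pH 7.4 containing 0.01% Tween-20. Donor and acceptor beads are 10 ug/mL final.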
PGK inhibitor: inhibitors of T. brucei phosphoglycerate kinase | PGK/GAPDH coupled, Kinase-Glo luminescence, 60 min | P07378 | 380,000 compounds, 0.043% hits | Potency, µM (titrated, usually from 57.5 µM), inactives show at the highest dose activity change, negative = inhibition, most hits filed as inhibitors | AID 602233; note: potency is the fitted concentration of half-maximal effect; % is set by controls: 0 for no effect and ±100 for the full control effect; nearly all actives have a fitted effect of over 60% in size
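Luminescent ATP detection (Kinase-Glo Plus) follows a 60-minute room-temperature incubation, with wells lacking PGK as controls. Buffer: 100 mM TEA (pH 7.6), 5 mM MgCl2, 0.01% Tween-20. Coupling enzyme GAPDH (100 nM final) supplies unstable 1,3-BPG in-well.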
PI4K2A block: blocks human PI4K2A kinase activity; Q9BTU6; purified PI4K2A, ADP-Glo luminescence, 1 h; active compounds read low; activity change, negative = inhibition, % at 76.9 µM; 420,000 compounds, 0.13% hits; AID 1346378; in the data active = activity change below about -50%; inconclusive = mostly about -30% to -49%;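 note: -100% = wells without enzyme as full effect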
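Compounds are screened against recombinant PI4K2A using PI as substrate and ATP, the latter dispensed at 300 microM. Reactions run one hour at ambient temperature before ADP-Glo detection; full inhibition defined by wells lacking enzyme.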
JMJD2A Tudor: blocks the human JMJD2A Tudor domain; O75164; AlphaScreen JMJD2A-Tudor / H3K4me3 peptide binding; Potency, µM (top dose mostly 114 µM), for inactives: top-dose activity change, negative = inhibition, actives largely listed as inhibitors; 390,000 compounds, 4.4% hits; note: potency is the fitted concentration of half-maximal effect; % is set by controls: 0 for no effect and ±100 for the full control effect; nearly all actives have a fitted effect of over 50% in size
ERG-DNA inh: ERG Ets/DNA interaction inhibition. P11308. fluorescence polarization, His-ERG Ets domain / labelled DNA. Potency, µM (highest dose often 76.9 µM), inactives show at the top dose FP activity, negative = inhibition, most hits filed as inhibitors. 370,000 compounds, 0.028% hits. AID 624246; active = well fitted inhibition curve with a large enough effect in the polarisation, with a control signal flat; inconclusive = small, poorly fitted or top-dose-only effect, or effect the other way, or a change in a side signal; inactive = no such curve, though single readings can be large or run the other way; the % refers to the polarisation;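 note: polarization taken with two DNA probes labelled with fluorescein and Texas red; potency is the fitted concentration of half-maximal effect; % of control where 0% means no effect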
Target sequence (P11308 whole entry, looked up, the tested form may be a part): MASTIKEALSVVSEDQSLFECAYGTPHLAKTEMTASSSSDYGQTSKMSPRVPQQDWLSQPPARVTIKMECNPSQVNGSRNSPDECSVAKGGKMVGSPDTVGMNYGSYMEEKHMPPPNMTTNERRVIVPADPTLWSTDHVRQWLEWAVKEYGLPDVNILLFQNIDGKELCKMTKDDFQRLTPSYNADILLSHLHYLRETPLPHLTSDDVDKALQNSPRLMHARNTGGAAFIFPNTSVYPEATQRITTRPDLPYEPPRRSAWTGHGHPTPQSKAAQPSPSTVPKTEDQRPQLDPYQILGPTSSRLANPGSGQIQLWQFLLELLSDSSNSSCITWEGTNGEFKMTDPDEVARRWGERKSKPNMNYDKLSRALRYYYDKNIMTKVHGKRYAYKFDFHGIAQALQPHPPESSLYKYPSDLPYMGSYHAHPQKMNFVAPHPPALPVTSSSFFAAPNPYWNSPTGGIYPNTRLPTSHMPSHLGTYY
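His-tagged ERG Ets domain (1 uM in the protein solution; 300mM KCl, 50mM Tris-HCl, 1mM EDTA, 1mM DTT, pH 7.5) received compound, then a probe mix of 5 nM fluorescein-DNA and 100nM Texas-615-DNA. Fluorescence polarization was read for both dyes.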
HP1b binding inh: blocks HP1-beta chromodomain binding to methylated histone tails. AlphaScreen HP1-beta / biotin-H3K9me3 peptide binding. Potency, µM (series often up to 114 µM), without a hit: at the top dose activity change, negative = inhibition, hits mostly inhibitors. 390,000 compounds, 0.56% hits. AID 540317; note: potency is the fitted concentration of half-maximal effect; nearly all actives have a fitted effect of over 70% in size; inactives centre near 23
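AlphaScreen: HP1-beta (50 nM) preformed 30 min with biotin-H3(1-18)K9me3 peptide (50 nM) in PBS pH 7.4, 0.01% Tween-20. Compound added for 30 min at RT, then streptavidin donor/nickel chelate acceptor beads (10 ug/mL) for 30 min.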
Active calls of the source: *; i = inactive; u = inconclusive; x = not tested or not shown; [ ] = dose if it differs, or a comment. Unless noted, calls come from the whole dose curve; as a rule, active = well fitted curve in the direction sought with a large enough effect; inconclusive = small, poorly fitted or top-dose-only effect, or another doubt; inactive = no such curve, though single readings can be large; an effect the other way counts as inactive or inconclusive.

No.	canonical_smiles	Pin1 inhibitor	HP1b binding inh	GLS inhibitor	ERG-DNA inh	BAZ2B inh	G9a block	JMJD2A Tudor	PI4K2A block	PGK inhibitor
1	Cc1cnn(C(=O)Cn2nc(C(F)F)c(Br)c2C)c1	-4%	5%	2%	3%	11%	3%[0.501 µM]	-17%	1	0%
2	COc1ccc(C)cc1NC(=O)C(CCSC)NS(=O)(=O)c1ccc2c(c1)oc(=O)n2C (centres undefined)	-6%	10%	-3%	0%	2%	8%[59 µM]	-20%	-2	-1%
3	O=C(Nc1c(C(=O)N2CCOCC2)cnn1-c1ccccc1)c1ccc(F)cc1	1%	37%	8%	-2%	-3%	x	-1%	-3	2%
4	CCC(=O)c1ccc(OCC(=O)OCC(=O)NCC2CCCCC2)cc1	-3%	u	1%	3%	-4%	11%[0.501 µM]	-12%	0	1%
5	COc1ccccc1C(=O)NCCC(=O)N1CCN(S(=O)(=O)c2cccc(Cl)c2)CC1	-6%	43%[activator]	-2%	0%	9%	-44%[12.7 µM]	5%	-1	1%
6	O=C(O)C(Cc1cn[nH]n1)=NO	-1%	u	-3%	9%	25µM*	6.3µM*	7.9µM*	-1	0%
7	Cc1c(C(=O)C(=O)N2CC=C(c3ccccc3)CC2)c2ccccc2n1C	15%	-1%	5%	-1%	-6%	u	-25%	2	-6%
8	COc1ccc(C2CCCN2C(=S)Nc2ccc(C)c(C)c2)cc1OC (centres undefined)	-8%	15%	0%	3%	-21%	-50%	-26%	0	-7%
9	COc1ccccc1OCCNC(=O)CNC(=O)c1ccc(Cl)c(Cl)c1	-1%	11%	-1%	4%	11%	u	-6%	-1	3%
10	C/C(=N\Nc1ccc([N+](=O)[O-])cc1[N+](=O)[O-])c1cccnc1	-5%	-13%	-8%	-9%	u	-27%	-29%	8	-1%
11	Cc1ccccc1OCC(=O)OCC(=O)NCc1ccc2c(c1)OCO2	-1%	23%	-9%	2%	x	x	-3%	-5	0%
12	CCCCCn1c(=S)[nH]c2ncccc2c1=O	5%	39%[activator]	-4%	-15%	10%	20%[2.33 µM]	-6%	6	-4%
13	Cc1ccc(OCC(=O)Nc2cc(C(=O)O)cc(C(=O)O)c2)cc1C	4%	-11%	u	-1%	-13%	u	8.9µM*	-2	-5%
14	COc1ccc(C(=O)Nc2nc3c(s2)CCCC3)cc1S(=O)(=O)N1CCCc2ccccc21	49%[activator]	14%	11%	-9%	-12%	u	u	-1	4%
15	CCOC(=O)[C@H]1[C@H]2COc3ccc(OC)cc3[C@@H]2N2C(=O)c3cc(F)c(F)cc3NC(=O)[C@@]12C	-3%	28%	9%	-3%	-5%	21%[2.33 µM]	-28%	-5	5%
16	COc1ccc2[nH]c(C(=O)N3CCN(Cc4ccccc4)CC3)cc2c1OC	2%	50%[activator]	12%	2%	-16%	-7%	-31%	-18	1%
17	CCCCOc1ccccc1CC1C(=O)Nc2ccc(Br)cc21 (centres undefined)	-8%	64%[activator]	x	-1%	-26%	15%[59 µM]	-21%	x	x
18	Cc1ccc(-c2nnc(N3CCCCC3)c3ccccc23)cc1S(=O)(=O)N(C)C	0%	42%[activator]	18%	x	-4%[57.1 µM]	38%[0.501 µM]	-18%	-5	4%
19	CCc1ccc2[nH]c(=O)c(CN(CCCN3CCOCC3)C(=O)Nc3ccc(Cl)cc3)cc2c1	-4%	3%	12%	13%	-22%	-30%	-30%	4	10%
20	COc1ccc(C2NC(=O)NC(C)=C2C(=O)OC2CCCC(C)C2)cc1 (centres undefined)	4%	41%[activator]	-2%	-2%	-2%	9%[0.501 µM]	u	0	-5%

Full records, looked up by structure. Order of screens: Pin1 inhibitor	HP1b binding inh	GLS inhibitor	ERG-DNA inh	BAZ2B inh	G9a block	JMJD2A Tudor	PI4K2A block	PGK inhibitor
Cc1ccccc1OCC(=O)OCC(=O)NCc1ccc2c(c1)OCO2 is listed as -1%	23%	-9%	2%	x	x	-3%	-5	0%
O=C(Nc1c(C(=O)N2CCOCC2)cnn1-c1ccccc1)c1ccc(F)cc1 is listed as 1%	37%	8%	-2%	-3%	x	-1%	-3	2%
CCCCOc1ccccc1CC1C(=O)Nc2ccc(Br)cc21 (centres undefined) is listed as -8%	64%[activator]	x	-1%	-26%	15%[59 µM]	-21%	x	x

Going on with the list.
No.	canonical_smiles	Pin1 inhibitor	HP1b binding inh	GLS inhibitor	ERG-DNA inh	BAZ2B inh	G9a block	JMJD2A Tudor	PI4K2A block	PGK inhibitor
21	CCOC(=O)c1cc(-c2ccc(OC)cc2)n[nH]1	2%	36%[activator]	4%	4%	1%	x	-7%	-1	0%
22	NNC(=O)CN1C(c2ccccc2)=Nc2ccc(Br)cc2C1c1ccccc1 (centres undefined)	4%	22%	-11%	6%	-12%	8%	-28%	-6	-3%
23	COc1ccc(CC(=O)NCc2nnc(SCC(=O)Nc3cccc(F)c3)n2C)cc1	-2%	10%	5%	1%	-13%	27%[12.7 µM]	-4%	-1	7%
24	Cc1noc(C)c1C(=O)OCC(=O)NC1CC1	0%	21%	9%	4%	1%	-48%[59 µM]	2%	0	6%
25	Clc1ccccc1-c1nc(Nc2ccccc2)nc2ccc(Br)cc12	26%	75%[activator]	-3%	-1%	12%	7%[59 µM]	32%	-4	x
26	Nc1c(C(=O)NCCN2CCOCC2)c2nc3ccccc3nc2n1-c1ccccc1	9%	68%[activator]	6%	-4%	u	u	-7%	2	x
27	COc1ccc(NC(=O)Nc2ccc(N(C)C)cc2)cc1	14%	u	63%[activator]	-19%	u	3.5µM*	-35%	u	-7%
28	CC(=O)c1cnn(-c2ccc(Cl)cc2)c1C	-3%	15%	-2%	2%	-23%	1%	4%	-2	-10%
29	O=C(CS(=O)(=O)c1ccccc1)Nc1ccc(Cl)cn1	-1%	27%	2%	-2%	-19%	52%[activator]	-19%	-1	-9%
30	CC(NC(=O)c1ccc(CS(C)(=O)=O)cc1)c1ccc(-c2ccccc2)cc1 (centres undefined)	20%	14%	-3%	8%	-1%	21%	-9%	2	6%
31	CSCCC(NS(=O)(=O)c1ccc2ccccc2c1)C(=O)O (centres undefined)	1%	20%	-3%	-1%	7%	9%[59 µM]	5%[11.4 µM]	-3	6%
32	Cc1cccc(C(=O)NCCc2nc3ccccc3n2Cc2ccccc2Cl)c1	-2%	51%	-1%	7%	-10%	-3%[59 µM]	2%	-9	3%
33	Cc1cc(C)n2cc(CSc3ncn[nH]3)nc2n1	2%	16%	4%	2%	-24%	5%	-18%	-5	-4%
34	Clc1nc(NCCN2CCOCC2)nc(NCc2ccccc2)n1	4%	14%	-1%	-6%	10%	-4%	-15%	-1	0%
35	Cc1noc(C)c1COc1ccc(C(=O)OCC(=O)Nc2ccc3c(c2)OCO3)cc1	3%	12%	5%	0%	-7%	-3%	-13%	-4	1%
36	CSc1nc2ccc(NC(=O)C3CCCO3)cc2s1 (centres undefined)	2%	16%	-2%	12%	3%	-27%[12.7 µM]	-5%	-18	i
37	O=C(CCc1nc(-c2ccccc2F)no1)NCCN1CCN(Cc2ccccc2)CC1	9%	13%	0%	-12%	-2%	3%	-19%	-1	i
38	COc1ccc(-c2noc(CN3CCN(c4ccccc4F)CC3)n2)cc1OC	1%	13%	17%	-5%	-26%	-39%[12.7 µM]	-14%	-1	0%
39	CCCN(CC(=O)Nc1ccc(F)c(F)c1F)C(=O)C1CC(=O)N(Cc2ccccc2)C1 (centres undefined)	0%	11%	-1%	35µM*	10%	12%[2.33 µM]	-2%	9	-3%
40	Cc1nnc(SCC(=O)NC2CCS(=O)(=O)C2)n1Cc1ccccc1 (centres undefined)	-8%	51%[activator]	2%	-5%	23%	-43%	3%	-6	-6%
41	CCN(CCn1cccn1)C(=O)c1cc(COc2ccccc2SC)on1	-7%	11%	5%	0%	3%	-1%	-15%	-3	-7%
42	COc1cc(OCC(=O)NC(C)C)cc2c1C(=O)O[C@@H](C)CCCC(=O)CCCCC2	-5%	17%	-1%	1%	3%	-8%	-21%	3	-2%

Only GLS inhibitor, G9a block and JMJD2A Tudor, for some of the entries so far:
entry	structure	GLS inhibitor	G9a block	JMJD2A Tudor
38	COc1ccc(-c2noc(CN3CCN(c4ccccc4F)CC3)n2)cc1OC	17%	-39%[12.7 µM]	-14%
33	Cc1cc(C)n2cc(CSc3ncn[nH]3)nc2n1	4%	5%	-18%
41	CCN(CCn1cccn1)C(=O)c1cc(COc2ccccc2SC)on1	5%	-1%	-15%

Screening results: PubChem, National Center for Advancing Translational Sciences (NCATS)
